ROS inducer: inducers of reactive oxygen species in cancer cells; U2OS ROS induction, H2DCF-DA fluorescence; ROS induction (% of piperlongumine), % at 10 µM; 2% of 46,000 active; in the data active means ROS induction above about 79%, passing the limit was not always enough;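 further: 0% = DMSO vehicle median and 100% = reference compound median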
The depositor's hits bear a star.

A first look, 2 compounds:
SMILES	ROS inducer
O=S(=O)(NCCc1cn2ccccc2n1)c1ccc2c(c1)CCCC2	5
CC/C=C\C=C1\C(=O)C=CC1CCCCCCCC(=O)O (stereo not drawn)	87*

The whole of this part, repeating the preview:
SMILES	ROS inducer
O=S(=O)(NCCc1cn2ccccc2n1)c1ccc2c(c1)CCCC2	5
CC/C=C\C=C1\C(=O)C=CC1CCCCCCCC(=O)O (stereo not drawn)	87*
C[C@H](CO)N1C[C@H](C)[C@H](CN(C)Cc2ccc(C(=O)O)cc2)Oc2c(NC(=O)Nc3cccc4ccccc34)cccc2C1=O	-17
COc1ccc(NC(=O)N(C)C[C@@H]2Oc3ccc(N(C)C)cc3C(=O)N([C@H](C)CO)C[C@@H]2C)cc1	10
C[C@@H]1CCCCO[C@H](CN(C)S(=O)(=O)c2ccccc2)[C@@H](C)CN([C@H](C)CO)C(=O)c2cc(NC(=O)c3ccccc3)ccc2O1	19
C[C@@H]1CN([C@@H](C)CO)C(=O)CCCn2cc(nn2)CO[C@H]1CN(C)C(=O)Nc1ccc(-c2cccs2)cc1	8
COc1ccc(NC(=O)Nc2ccc3c(c2)C(=O)N([C@H](C)CO)C[C@H](C)[C@@H](CN(C)Cc2ccc(C(F)(F)F)cc2)O3)cc1	22
COc1ccccc1NC(=O)CSc1nnc(-c2ccc(F)cc2)n1C	3
CC(C)NC(=O)Nc1ccc2c(c1)CC(=O)N([C@@H](C)CO)C[C@H](C)[C@@H](CN(C)S(=O)(=O)c1ccccc1)O2	7
C(=Nc1cccc2ccccc12)c1c[nH]c2ccccc12	7
COc1ccc(NC(=O)N(C)C[C@@H]2Oc3c(NS(=O)(=O)c4ccc(F)cc4)cccc3C(=O)N([C@H](C)CO)C[C@H]2C)cc1	-6
C[C@H](CO)N1C[C@H](C)[C@H](CN(C)Cc2ccc3c(c2)OCO3)Oc2ccc(NC(=O)c3ccncc3)cc2C1=O	26
CCOC(=O)COc1cccc(-c2nc3ccccc3s2)c1	24
Cc1ccc(CNC(=O)CCSCc2ccc(C)cc2)cc1	-4
CCc1ccccc1NC(=O)CSc1nnc(N)s1	-11
CCCS(=O)(=O)N1CCCC(C(=O)NC)C1 (stereo not drawn)	3
C[C@@H]1CN([C@@H](C)CO)C(=O)c2cccc(NC(=O)C3CCOCC3)c2O[C@H]1CN(C)S(C)(=O)=O	1
Cc1[nH]c2ccccc2c1C(=O)CSc1n[nH]c(N)n1	-3
CN(C(=O)c1cc2c(s1)-c1ccccc1S(=O)(=O)C2)c1ccccc1	64
C[C@H]1CN([C@@H](C)CO)C(=O)c2cccc(NS(=O)(=O)c3ccccc3)c2O[C@@H]1CN(C)S(=O)(=O)c1cccs1	0
COc1ccc(S(=O)(=O)Nc2ccc3c(c2)C(=O)N([C@H](C)CO)C[C@H](C)[C@@H](CN(C)CC2CC2)O3)cc1	1
COC(=O)CCS(=O)(=O)c1cccc2c(S(=O)(=O)CCC(=O)OC)cccc12	8
COc1ccc(S(=O)(=O)N(C)C[C@H]2Oc3c(NC(=O)Nc4ccccc4)cccc3C(=O)N([C@H](C)CO)C[C@@H]2C)cc1	14
COc1ccc(/C=N/C2=NNC(=O)C(CC(=O)O)S2)cc1 (stereo not drawn)	5
COc1ccc(S(=O)(=O)N(C)C[C@H]2Oc3c(NC(=O)Nc4ccc(F)cc4)cccc3C(=O)N([C@H](C)CO)C[C@@H]2C)cc1	17
New compounds follow:
SMILES	ROS inducer
C[C@@H]1CN([C@H](C)CO)C(=O)c2cccc(NS(=O)(=O)c3cn(C)cn3)c2O[C@H]1CN(C)Cc1ccc(Cl)c(Cl)c1	-9
NC(=O)CSc1nnnn1-c1cccc(O)c1	-14
C[C@@H]1CN([C@@H](C)CO)C(=O)Cc2cc(NC(=O)CCC(F)(F)F)ccc2O[C@@H]1CN(C)C(=O)Nc1ccccc1	-12
C[C@H]1CN([C@@H](C)CO)C(=O)c2cccc(NC(=O)c3cnccn3)c2O[C@H]1CN(C)S(=O)(=O)c1ccc(F)cc1	6
C[C@H]1CN([C@@H](C)CO)C(=O)Cc2cc(NC(=O)Cc3ccccc3)ccc2O[C@@H]1CN(C)C	4
CC(CCc1ccccc1)NCC(O)c1ccc(O)c(C(N)=O)c1 (stereo not drawn)	-6
NCCCc1nc2cc3ccccc3cc2[nH]1	4
Cc1noc(C)c1NC(=O)N(C)C[C@@H]1Oc2c(NC(=O)c3nc4ccccc4s3)cccc2C(=O)N([C@@H](C)CO)C[C@H]1C	12
COc1ccc(S(=O)(=O)N(C)C[C@H]2Oc3ccc(NC(=O)Nc4ccccc4)cc3C(=O)N([C@H](C)CO)C[C@@H]2C)cc1	15
Cc1cc(Br)ccc1NC(=O)CSc1nnc(N)s1	-9
COc1ccc(S(=O)(=O)Nc2ccc3c(c2)CC(=O)N([C@@H](C)CO)C[C@@H](C)[C@@H](CN(C)S(=O)(=O)c2ccc(F)cc2)O3)cc1	5
Cc1cc(C(=O)Nc2cccc3c2O[C@H](CN(C)Cc2ccncc2)[C@H](C)CN([C@@H](C)CO)C3=O)n(C)n1	-1
C[C@H]1CN([C@@H](C)CO)C(=O)c2cccc(NC(=O)C3CCOCC3)c2O[C@@H]1CN(C)CC1CCCCC1	13
C[C@@H]1CN([C@H](C)CO)C(=O)c2cc(NC(=O)CCC(F)(F)F)ccc2O[C@@H]1CN(C)S(=O)(=O)c1ccc(Cl)cc1	12
COc1ccc(NC(=O)CSc2ncnc3scc(-c4ccccc4)c23)c([N+](=O)[O-])c1	-10
COc1ccc(N=C(CCCN2C(=O)c3ccccc3C2=O)C2=C(O)CC(C)(C)CC2=O)cc1	7
c1ccc2c(c1)OCC(c1nnc3sc(-c4cnccn4)nn13)O2 (stereo not drawn)	-17
C[C@H](CO)N1C[C@H](C)[C@H](CN(C)C(=O)NC2CCCCC2)Oc2ccc(NC(=O)C3CCCCC3)cc2CC1=O	-4
O=C(NN1C(=O)c2ccccc2C1=O)c1ccccc1	-7
C[C@@H]1CN([C@@H](C)CO)C(=O)c2cccc(NC(=O)CCCCCC(=O)Nc3ccccc3N)c2O[C@H]1CN(C)C(=O)Nc1ccc(F)cc1	3
CSc1nc2ccc(S(=O)(=O)N(C)C)cc2s1	-6
C[C@H]1CN([C@@H](C)CO)C(=O)CCCn2nncc2CO[C@@H]1CN(C)C(=O)Nc1ccccc1F	14
C[C@H](CO)N1C[C@H](C)[C@H](CN(C)S(=O)(=O)c2ccccc2)Oc2c(NC(=O)Nc3ccccc3)cccc2C1=O	8
C[C@@H]1CN([C@@H](C)CO)C(=O)c2cc(NC(=O)Cn3cnnn3)ccc2O[C@@H]1CN(C)C(=O)Nc1ccc(C(F)(F)F)cc1	3
C[C@H]1CN([C@@H](C)CO)C(=O)c2cc(NC(=O)Cc3cn(C)c4ccccc34)ccc2O[C@H]1CN(C)Cc1ccncc1	5
Going on with the list.
SMILES	ROS inducer
Clc1cccc(Cl)c1Cn1cnc2c(Oc3cccnc3)ncnc21	-6
COc1ccc(CC(=O)Nc2ccc3nc4n(c(=O)c3c2)CCCC4)cc1	-1
C[C@@H]1CN([C@@H](C)CO)C(=O)c2cc(NC(=O)CCN3CCOCC3)ccc2O[C@@H]1CN(C)C(=O)Nc1cccc2ccccc12	7
C[C@H]1CN([C@@H](C)CO)C(=O)Cc2cc(NS(=O)(=O)c3ccc(Cl)cc3)ccc2O[C@@H]1CN(C)S(=O)(=O)c1ccccc1	25
C[C@@H]1CN([C@H](C)CO)C(=O)c2cccc(NC(=O)Nc3cccc4ccccc34)c2O[C@H]1CN(C)S(C)(=O)=O	19
C[C@@H]1CCCCO[C@H](CN(C)C(=O)C2CCCCC2)[C@@H](C)CN([C@H](C)CO)C(=O)c2cc(NS(=O)(=O)c3cccs3)ccc2O1	65
Cc1ccc2cccc(OCc3ccc(Br)cc3)c2n1	21
COc1cc(NC(=O)COc2ccc3ccccc3c2Br)c(OC)cc1Cl	-6
Cc1noc(C)c1NC(=O)N(C)C[C@@H]1Oc2ccc(NC(=O)C3CC3)cc2C(=O)N([C@@H](C)CO)C[C@H]1C	8
C[C@@H]1CN([C@H](C)CO)C(=O)c2cccc(NC(=O)NC3CCCCC3)c2O[C@@H]1CN(C)C(=O)Nc1ccccc1	-2
CC(C)NC(=O)N(C)C[C@H]1OCCCC[C@@H](C)Oc2ccc(N(C)C)cc2C(=O)N([C@H](C)CO)C[C@@H]1C	8
Cc1ccc2c(C(=O)CSc3ccccc3)c(C)[nH]c2c1	-11
COC(=O)c1cc(-c2ccc(Cl)cc2)nc2ccccc12	24
COc1ccc(CN2C(=O)C(O)(CC(=O)c3ccc4c(c3)CCCC4)c3ccccc32)cc1OC (stereo not drawn)	20
COC(=O)CN1C(=O)Nc2ccc(Cl)cc2C1c1ccccc1 (stereo not drawn)	-11
C[C@@H]1CN([C@H](C)CO)C(=O)c2cc(NC(=O)CCCN(C)C)ccc2O[C@H]1CN(C)S(=O)(=O)c1ccccc1	-9
C[C@H]1CN([C@@H](C)CO)C(=O)c2cc(NS(=O)(=O)c3ccccc3)ccc2O[C@@H]1CN(C)S(=O)(=O)c1ccc(F)cc1	0
C[C@@H]1CN([C@H](C)CO)C(=O)CCCn2nncc2CO[C@@H]1CN(C)C(=O)Nc1ccccc1	6
Cc1cccc(CCNC(=S)Nc2ccc3nc4n(c(=O)c3c2)CCCCC4)c1	-20
C[C@@H]1CN([C@H](C)CO)C(=O)c2cc(NS(C)(=O)=O)ccc2O[C@H]1CN(C)Cc1ccc(Cl)c(Cl)c1	6
CC(C)c1ccc(NC(=O)c2coc(=O)c3ccccc23)cc1	-1
O=C(c1ccccc1)N1Cc2ccccc2C[C@]2(N=C(c3ccc(OCCCO)cc3)O[C@@H]2c2ccccc2)C1=O	19
COc1ccc(NC(=O)N(C)C[C@@H]2Oc3ccc(NC(=O)Nc4ccc5c(c4)OCO5)cc3CC(=O)N([C@H](C)CO)C[C@@H]2C)cc1	9
CC(C)NC(=O)N(C)C[C@H]1Oc2ccc(NC(=O)CCC(F)(F)F)cc2CC(=O)N([C@H](C)CO)C[C@H]1C	-5
O=C1O[C@@H](c2ccccc2)[C@@H](c2ccccc2)N2[C@@H](c3ccc(OCCO)cc3)[C@]3(C(=O)Nc4ccc(C#CC5=CCCCC5)cc43)[C@@H](C(=O)N3CCCCCCC3)[C@H]12	12

Quoted at random: 5 compounds from above.
SMILES	ROS inducer
C[C@@H]1CN([C@H](C)CO)C(=O)c2cccc(NC(=O)Nc3cccc4ccccc34)c2O[C@H]1CN(C)S(C)(=O)=O	19
C[C@@H]1CN([C@H](C)CO)C(=O)c2cc(NC(=O)CCCN(C)C)ccc2O[C@H]1CN(C)S(=O)(=O)c1ccccc1	-9
COC(=O)c1cc(-c2ccc(Cl)cc2)nc2ccccc12	24
O=C(c1ccccc1)N1Cc2ccccc2C[C@]2(N=C(c3ccc(OCCCO)cc3)O[C@@H]2c2ccccc2)C1=O	19
COc1cc(NC(=O)COc2ccc3ccccc3c2Br)c(OC)cc1Cl	-6

Next section.
SMILES	ROS inducer
COc1ccc([Si](C)(C)[C@H]2[C@H](CCO)O[C@@]3(C(=O)N(Cc4ccc(N5CCCCC5=O)cc4)c4ccccc43)[C@@H]2C)cc1	74
CC(C)(CC(=O)O)CC(=O)Nc1ccc(Cl)cc1Cl	12
C[C@@H]1CN([C@@H](C)CO)C(=O)Cc2cc(NS(=O)(=O)c3ccc(Cl)cc3)ccc2O[C@@H]1CN(C)S(=O)(=O)c1ccccc1	-3
Cc1cccc(-n2cnc3cc(C(=O)NCC4CCCO4)ccc32)c1 (stereo not drawn)	8
Clc1cc2c(c(C[n+]3ccccc3)c1)OCOC2	-6
C[C@@H]1CN([C@@H](C)CO)C(=O)c2cccc(NC(=O)Nc3ccc(F)cc3)c2O[C@H]1CN(C)S(=O)(=O)c1cn(C)cn1	3
C[C@H]1CCC[C@@H](O)CC(=O)c2c(O)cc(O)cc2CC(=O)O1	-8
CCCCC[C@H](O)/C=C/C1=C(C/C=C\CCCC(=O)O)C(=O)CC1	2
C[C@H](CO)N1C[C@H](C)[C@@H](CN(C)S(=O)(=O)c2ccccc2)Oc2c(NC(=O)Nc3ccc4c(c3)OCO4)cccc2C1=O	1
CC1(C)CC[C@]2(C(=O)O[C@@H]3O[C@H](CO)[C@@H](O)[C@H](O)[C@H]3O)CC[C@]3(C)C(=CCC4[C@@]5(C)C[C@@H](O)[C@H](O)C(C)(C)C5CC[C@]43C)C2[C@@H]1O (stereo partly drawn)	6
C[C@H]1CN([C@@H](C)CO)C(=O)c2cc(NC(=O)Nc3ccccc3)ccc2O[C@H]1CN(C)C(=O)Nc1ccc(C(F)(F)F)cc1	3
C=CCn1c(C)c2cc(Cl)c(Cl)cc2[n+]1C	30
C[C@@H]1CN([C@H](C)CO)C(=O)c2cc(NC(=O)Cn3cnnn3)ccc2O[C@@H]1CN(C)C(=O)Nc1ccc2c(c1)OCO2	-9
C[C@H](CO)N1C[C@H](C)[C@H](CN(C)Cc2ccc(C(F)(F)F)cc2)Oc2ccc(NC(=O)Nc3ccc(C(F)(F)F)cc3)cc2C1=O	6
CC(NCc1ccc(F)cc1)C12CC3CC(CC(C3)C1)C2 (stereo not drawn)	33

Taken from above.
C[C@@H]1CN([C@@H](C)CO)C(=O)Cc2cc(NC(=O)CCC(F)(F)F)ccc2O[C@@H]1CN(C)C(=O)Nc1ccccc1 in ROS inducer reads -12
COc1ccc([Si](C)(C)[C@H]2[C@H](CCO)O[C@@]3(C(=O)N(Cc4ccc(N5CCCCC5=O)cc4)c4ccccc43)[C@@H]2C)cc1 in ROS inducer reads 74
CSc1nc2ccc(S(=O)(=O)N(C)C)cc2s1 in ROS inducer reads -6

Screening data: PubChem BioAssay, Broad Institute

Only part of the results is shown; count on the stated rates, not on these rows.
